L major viab: Leishmania major promastigote growth inhibition, primary screen; Leishmania major promastigotes, resazurin fluorescence viability; 200,000 tested, 9% active; inhibition, % at 10 µM; in the data active = inhibition above about 50%;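 note: promastigotes grown with compound for 44 hours at 28 °C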
Redox H2O2 prof: compounds producing H2O2 with reducing agent – biochemical, NIH compound library profiling, artefact control for MLSCN library redox annotation, primary screen; DTT-dependent redox cycling H2O2, phenol red/HRP absorbance; 100% = 100 µM peroxide control, 0% = buffer; activation, % at 10 µM; 200,000 tested, 0.03% active; AID 878, 2007;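 active = activation of at least 50% relative to the plate's high and low controls in the primary single-dose screen; inactive = activation below 50%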;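 note: compound incubated with DTT at 0.8 mM final as the reducing agent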
TNAP inh noacc: human TNAP enzyme inhibitors, primary screen, biochemical, luminescent, no phosphate acceptor, uHTS | Alkaline phosphatase, tissue-nonspecific isozyme (Homo sapiens), P05186 | purified TNAP, CDP-star luminescence, 30 min | inhibition, % at 20 µM | 200,000 tested, 0.26% active | AID 1012, 2008;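 active = tissue-nonspecific alkaline phosphatase inhibition above about 50% at 20 µM in the single-dose screen, limit read from the data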;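 note: 0% = DMSO negative control and 100% = EDTA positive control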
Target sequence (P05186 whole entry, looked up): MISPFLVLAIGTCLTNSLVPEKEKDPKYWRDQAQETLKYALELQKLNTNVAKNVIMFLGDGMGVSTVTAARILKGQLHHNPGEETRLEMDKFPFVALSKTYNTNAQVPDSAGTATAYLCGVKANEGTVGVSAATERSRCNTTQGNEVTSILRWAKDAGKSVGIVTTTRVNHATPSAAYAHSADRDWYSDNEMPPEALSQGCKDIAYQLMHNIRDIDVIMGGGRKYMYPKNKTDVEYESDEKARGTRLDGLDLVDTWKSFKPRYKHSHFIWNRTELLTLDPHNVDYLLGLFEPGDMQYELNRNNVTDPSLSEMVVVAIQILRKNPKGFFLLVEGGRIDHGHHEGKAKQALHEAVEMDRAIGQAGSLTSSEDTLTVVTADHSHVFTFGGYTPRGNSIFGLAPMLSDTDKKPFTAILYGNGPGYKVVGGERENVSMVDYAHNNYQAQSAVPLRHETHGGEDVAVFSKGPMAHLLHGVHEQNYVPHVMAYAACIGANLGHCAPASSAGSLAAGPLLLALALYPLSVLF
TNAP inh hiacc: human TNAP enzyme inhibitors, primary screen, biochemical, luminescent, high phosphate acceptor level, uHTS. 200,000 tested, 0.03% active. purified TNAP, CDP-star luminescence, 1 M DEA. inhibition, % at 20 µM. Alkaline phosphatase, tissue-nonspecific isozyme (Homo sapiens), P05186;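 active = over 50% inhibition of tissue-nonspecific alkaline phosphatase at 20 µM in the single-dose screen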;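 note: plate controls were DMSO wells for no effect and EDTA-quenched wells as full inhibition for full effect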
S1P3 antag: S1P3 receptor antagonists, primary screen, cell-based; Sphingosine 1-phosphate receptor 3 (Homo sapiens), Q99500; CHO S1P3 NFAT-BLA reporter, FRET fluorescence, antagonist mode; inhibition, % at 4.98 µM; 170,000 tested, 0.27% active; AID 485, 2006;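 active = inhibition above the plate cutoff, the mean inhibition of test wells on that plate plus 3 SD, cut at about 28% in these data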;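 note: cells challenged with S1P at its EC80 of 0.8 µM; blue over green emission ratio from cleaved BLA substrate after 4 h stimulation; 0% = S1P-stimulated wells and 100% = unstimulated DMSO-only wells; some compounds past the cut are filed as inactive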
PMI activator: activators of human PMI, primary screen, biochemical, fluorescence intensity, near-Km mannose 6-phosphate. Mannose-6-phosphate isomerase (Homo sapiens), P34949. purified human PMI, coupled resazurin fluorescence, 20 min; hits give high values; 1 = vehicle control, 0 substrate-free wells. activation factor at 20 µM. 190,000 tested, 0.005% active. AID 1214, 2008;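 active = activation factor of 2 or more at 20 µM, relative to plate controls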
Target sequence (P34949 whole entry, looked up): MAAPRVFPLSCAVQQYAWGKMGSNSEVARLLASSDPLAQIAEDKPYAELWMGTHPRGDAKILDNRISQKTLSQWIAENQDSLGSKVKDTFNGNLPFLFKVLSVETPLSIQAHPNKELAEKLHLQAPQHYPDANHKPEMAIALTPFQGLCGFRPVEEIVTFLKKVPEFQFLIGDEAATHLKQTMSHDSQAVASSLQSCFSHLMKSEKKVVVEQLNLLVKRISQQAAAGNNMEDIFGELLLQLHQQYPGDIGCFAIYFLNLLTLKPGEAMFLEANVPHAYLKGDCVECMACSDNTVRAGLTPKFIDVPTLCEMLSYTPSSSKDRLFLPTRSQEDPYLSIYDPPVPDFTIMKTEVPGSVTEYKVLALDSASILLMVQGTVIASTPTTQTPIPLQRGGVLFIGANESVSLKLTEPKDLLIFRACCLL
Efa HMGR inh: inhibitors of E. faecalis class II HMGR, primary screen, biochemical, Enterococcus faecalis. purified E. faecalis HMGR, NADPH absorbance 340 nm kinetic. inhibition, % at 10 µM. HMG-CoA reductase (Enterococcus faecalis, mvaE). 190,000 tested, 0.41% active;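 active = inhibition above a set limit, the median over all tested compounds plus 3 SD, cut at about 9.5% in these data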;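 note: enzyme runs in reverse so mevalonate oxidation gives rising NADPH absorbance; 0% = complete reaction with DMSO and 100% = background rate lacking mevalonate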
RAM inhibit: inhibitors of the yeast RAM network, primary screen, dse1pr::URA3 reporter, 5-FOA selection; S. cerevisiae dse1pr::URA3 reporter, 5-FOA growth OD615, 2 d; analog-sensitive cbk1-as2 kinase mutant strain; inhibition, % at 50 µM; 190,000 tested, 1.8% active; AID 868, 2007;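 active = inhibition above a set limit, 3 SD over mean compound inhibition, cut at about 8.4% in these data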;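 note: 0% = DMSO-only wells with no growth and 100% = 10 µM 1-NA-PP1 full growth; inhibition rescues growth on 5-FOA so higher OD means more RAM inhibition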
Hsp70 act: Hsp70 transcriptional activators, primary screen, cell-based, HeLa, Hsp70 promoter luciferase, luminescence, 10 µM. 200,000 tested, 0.04% active. activation, % at 10 µM. HeLa Hsp70 promoter luciferase reporter; scaled: vehicle 0, proteasome-inhibitor control 100%. AID 1203, 2008;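 active = activation above the mean across all tested compounds plus 3 SD, cutoff set per campaign, cut at about 5.5% in these data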;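 note: 100% = MG132 at 30 µM as the positive control and 0% = DMSO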
PMI act hi M6P: human PMI activators, high substrate, primary screen, biochemical, fluorescence intensity, near-saturating mannose 6-phosphate; Mannose-6-phosphate isomerase (Homo sapiens), P34949; coupled PMI enzyme assay, resazurin fluorescence, 20 min; hits give high values; 1 = untreated enzyme, 0 = substrate-free blank; activation factor at 20 µM; 190,000 tested, 0.34% active; AID 1216, 2008;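 active = activation factor of 2 or more at 20 µM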
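Test system: human phosphomannose isomerase with PGI, G6PDH, diaphorase coupling enzymes; Amount: PMI at 15 ng/mL final; Reagent: Mannose-6-phosphate 1.0 mM (near-saturating) plus 0.22 mM NADP+; Timing: 20 min, room temperature; Technique: resorufin fluorescence at Ex 544/Em 590 nm; Dosing: 20 µM single dose.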
Starred values were filed as active, the others as inactive; x = no result given. This is a random part of the collection; 12% or so of the library scored in one or more.

SMILES	L major viab	Redox H2O2 prof	TNAP inh noacc	TNAP inh hiacc	S1P3 antag	PMI activator	Efa HMGR inh	RAM inhibit	Hsp70 act	PMI act hi M6P
CCOC(=O)N1CCN(C(=O)Cn2cc3c(n2)CCCC3)CC1	-8	-0.5	-7	-3	18	1	-2	0.5	-0.4	1
CC(=O)Nc1ccc(NS(=O)(=O)c2cc([N+](=O)[O-])ccc2C)cc1	-1	-1.1	-7	0	11	1	-5	0.6	-0.1	1
Cc1nnc(NC(=O)CN2C(=O)c3ccccc3S2(=O)=O)s1	-2	0.0	-32	0	-12	1	0	0.2	-0.3	0.9
O=C(Nc1cccc(S(=O)(=O)N2CCCCCC2)c1)c1cc(=O)c2ccccc2o1	21	0.6	-6	-1	-9	1	-12	2.1	-0.1	1
CCCCc1c(O)nc(SCC(=O)NCCc2ccc(OC)c(OC)c2)[nH]c1=O	-1	1.9	-12	-4	3	0.9	-5	-1.2	0.0	0.9
CS(=O)(=O)N1CCC(C(=O)N2CCN(c3cccc(Cl)c3)CC2)CC1	22	8.1	-10	0	-8	1.1	-2	0.4	0.1	1
COC(=O)[C@@H](NC(=O)NCc1cccc(OC)c1)C(C)C	6	0.7	-12	-4	-29	1	0	0.5	0.0	1
CCN(CC)Cc1csc(C(N)=O)c1	-2	0.7	-7	-10	-15	1	1	0.4	-0.2	1
O=C1S/C(=C\c2ccc(N3CCOCC3)o2)C(=O)N1c1ccccc1	21	-0.2	3	10	-17	0.9	-1	1.9	-0.3	0.5
COc1ccc(CN2C3CCCC2CC(NC(=O)Nc2ccccc2C)C3)cc1 (stereo unspecified)	85*	0.3	-17	-9	x	1	-10	0.6	0.0	1
Cc1nc(C)c(NC(=O)N2CCc3ccccc32)cc1NC(=O)N1CCc2ccccc21	6	-0.3	-5	-5	-15	0.9	-4	12*	0.0	1
C=CCn1c(O)c(CN2CCN(Cc3ccccc3)CC2)c(C)c(C#N)c1=O	-6	0.2	-7	-9	x	0.8	-2	1.2	-0.3	0.8
Cc1ccc(S(=O)(=O)N(C)CC(=O)NC2CCCC2)cc1	-7	0.9	-13	-4	21	0.9	5	0.0	-0.2	0.9
CCCCOP(=O)(c1ccc(N(C)C)cc1)C(Nc1ccccc1)c1ccccc1 (stereo unspecified)	41	-0.7	0	1	8	0.9	-5	4.2	-0.4	0.8
N#CCSc1nc2cc(C(=O)N3CCC(C(N)=O)CC3)ccc2c2nc3ccccc3n12	6	2.6	-8	-2	24	1	-9	1.5	0.1	1
CC(=O)c1cc(F)c(N2CCN(C(=O)C(C)(C)C)CC2)cc1C	2	0.1	-2	-4	x	1.1	-3	0.9	0.5	1.1
O=C1OC(Cc2ccccn2)C(O)=C1C1=NCCCN1 (stereo unspecified)	20	-0.8	-16	-2	2	1	-5	0.1	-0.3	1.1
Cc1cccc(NC(=S)NNC(=O)CC(C)O)c1C (stereo unspecified)	-5	1.3	-18	-1	x	1	-5	1.1	-0.5	1.1
CC(C)(C)NC(=O)NC(=O)CSc1nncs1	-4	-2.4	-6	-1	7	1.2	-1	0.6	-0.3	1.1
Cc1ccc(Nc2c(N)c(=O)oc3ccccc23)cc1	73*	0.1	-4	2	x	0.9	-1	4.8	0.0	0.9
CCN(CC)c1nc2cc(OC)ccc2cc1C#N	-4	2.7	-12	-2	21	0.9	2	1.3	-0.3	0.9
CCCCNC(=O)c1cc2c(-c3ccc(Cl)cc3)nn(C)c2s1	-1	-0.6	-15	-4	-13	0.8	0	3.0	-0.2	0.9
O=C(NCCc1nnc2ccc(NCC3CCCO3)nn12)c1ccccc1 (stereo unspecified)	-7	-0.5	-12	-4	-6	1	9	1.1	-0.2	1
Cc1nc(-c2ccncc2)sc1C(=O)Nc1ccc(Br)cc1	-1	0.4	-10	-4	-14	1	3	0.7	-0.1	0.9
CCN(CC)c1ccc(NC(=O)CSc2nnc3nc(C)cc(C)n23)cc1	-1	2.4	-5	1	x	0.9	-2	-0.3	0.0	0.9
CCCCOCCCNC(=O)c1ccc([N+](=O)[O-])c(C)c1	-6	-0.6	-6	-1	-2	1	-2	1.8	0.0	1
CN(C)/C=N/c1sc2c(c1C#N)CC(C)(C)NC2(C)C	3	0.7	-7	2	x	1	0	-0.2	0.1	1
CCOc1ccc(NC(=O)CN2CCC(NC(=O)C3CCCCC3)CC2)cc1	x	x	-10	-5	x	1	x	x	x	1
CCOC(=O)C1=NN(c2ccccc2)C(=O)/C1=C\c1ccc(N(C)C)cc1	89*	-0.4	12	5	x	0.9	-2	3.7	-0.2	1
CCOC(=O)c1cc(-c2ccc(C)cc2)n(CCC(=O)NCCCOC)c1C	7	0.3	-5	-2	x	1	-3	-1.6	-0.2	1
CC(C)Cc1cc(C(=O)Nc2c(F)cc(F)cc2Br)no1	-7	-0.4	-18	-2	-16	0.9	-7	0.0	-0.1	0.8
N#Cc1nc(-c2ccccc2Cl)oc1N1CCCCC1	9	7.5	-15	-11	x	0.9	0	0.4	-0.1	1
CC(C)n1cc(/C=C2/NC(=O)N(c3cccc(Cl)c3)C2=O)c2ccccc21	9	-3.4	-2	-4	x	1	-3	1.8	-0.3	1
O=C(O)c1ccc(/C=N/Nc2ccc(C(F)(F)F)cn2)cc1	-6	0.2	-23	0	-16	1	-3	1.7	0.1	1
COc1ccc(CSc2nc(C)cc(C)c2S(C)(=O)=O)cc1	1	-1.4	-15	-4	1	1	-4	2.3	-0.1	1
CCc1ccccc1N(CC(=O)O)S(C)(=O)=O	-3	2.6	-10	-4	-3	1	1	-0.9	0.0	1
Cc1ccc(-n2c(C)cc(/C=N\NC(=O)CC(=O)NC(C)C)c2C)cc1	-3	0.1	-4	-3	9	1	-3	-0.1	-0.4	0.9
COC(=O)c1ccccc1S(=O)(=O)N1CCC(C(=O)OC(C)C(=O)NC(N)=O)CC1 (stereo unspecified)	2	-0.2	-7	-3	-9	1.1	1	-1.2	-0.1	1.1
CCCn1c(N2CCC(Cc3ccccc3)CC2)nc2c1c(=O)[nH]c(=O)n2C	20	0.0	-20	-8	-48	0.9	-2	-1.4	0.1	0.9
COc1ccc(CCn2nnnc2C(C(C)C)N2CCC(C(N)=O)CC2)cc1OC (stereo unspecified)	-8	-2.0	-8	1	15	0.9	-1	-0.5	0.1	1
CCCN1CCC(NC(=O)Nc2ccc(Br)cc2)CC1	3	0.0	-9	-6	-6	1	5	-0.5	0.0	1
Cc1nnc(Sc2cc(NCCCO)c([N+](=O)[O-])c3nonc23)s1	0	-1.9	5	7	27	0.7	1	0.2	0.0	0.6
Cc1oc2ccc(O)cc2c1C(=O)c1ccc([N+](=O)[O-])cc1	8	0.0	-4	-2	-16	0.9	0	0.1	-0.4	0.8
O=C1CC(=O)N(Cc2ccco2)C(=O)N1	-8	-2.5	9	-2	-14	1.2	-8	-0.3	-0.1	1.5
Cc1cc2nnc(SC3CCCCN(C(=O)c4ccc(F)cc4)C3=O)n2c2ccccc12 (stereo unspecified)	0	0.4	-5	-3	x	0.9	-2	1.1	-0.2	1
CC(C)(C)OC(=O)NCCc1nnc(SCc2ccc(Cl)cc2Cl)o1	1	-4.0	-3	-2	x	0.8	-4	-0.3	-0.1	0.9
O=C(CNCC1CCCO1)Nc1ccccc1N1CCCCCC1 (stereo unspecified)	2	1.2	-5	-2	x	0.9	0	1.1	-0.2	1
CNc1nc(-c2ccccc2)cc(C(F)(F)F)c1C#N	-2	2.5	-7	1	x	0.9	5	1.8	-0.2	1
NC(=O)NC(=O)CSc1nnc(-c2ccco2)n1Cc1ccccc1	-3	-2.7	-12	-6	x	1	3	2.2	-0.2	0.9
COc1ccc(C)cc1NS(=O)(=O)c1cc(C)ccc1C	-2	-0.2	-9	2	x	0.9	-5	3.0	-0.4	0.9
O=C(Nc1ccccc1)Nc1ccccn1	-4	-1.2	-11	-5	-3	0.9	1	-0.8	-0.1	1
Cc1noc(C)c1COC(=O)CCc1nc2ccccc2s1	-4	1.7	-4	-2	-14	1	-5	0.2	0.3	0.9
CCCCN(CCCC)C(=O)c1cc2ccccc2c(=O)o1	-4	-0.2	-4	-1	-8	1	2	0.0	-0.1	1
CCN1CCN(S(=O)(=O)c2cc(OC)ccc2OC)CC1	-4	1.0	-6	-3	-22	0.9	1	-0.1	-0.1	0.9
C/C(=N\OC(=O)Nc1ccc(Cl)cc1)c1ncc(C(F)(F)F)cc1N1CCOCC1	2	0.6	-9	-2	x	0.9	-2	1.5	-0.1	1
CC(C)Oc1ccc(C(=O)Nc2ccc(C(F)(F)F)n(C)c2=O)cc1	-4	0.0	5	3	-41	0.9	-6	7.5	0.1	1
CCN(CC)C(=O)C12CC3CC(CC(Br)(C3)C1)C2	-8	-0.2	-7	-4	-6	1.2	5	1.4	-0.1	1.1
CN(CCCNC(=O)c1ccc(N2CCCC2=O)cc1)c1ccccc1	-2	-2.9	-3	4	x	0.9	6	1.1	0.0	0.8
Cc1ccc2nsnc2c1N	-6	6.7	-9	-3	-5	0.9	18*	0.1	-0.1	0.7
Cc1cc(C)cc(-n2nnnc2SCC(=O)Nc2nc(-c3ccc(Cl)cc3)cs2)c1	-12	-4.1	-10	-3	x	1	-1	3.8	-0.1	0.9
(further entries)
SMILES	L major viab	Redox H2O2 prof	TNAP inh noacc	TNAP inh hiacc	S1P3 antag	PMI activator	Efa HMGR inh	RAM inhibit	Hsp70 act	PMI act hi M6P
Cc1cccnc1CCNC(=O)CCc1nnc(CCc2ccccc2)o1	-4	-1.9	-8	-5	5	0.8	-2	5.0	-0.2	0.8
CSc1nnc2ccc(-c3ccccn3)nn12	0	-1.6	-12	-4	-13	1.1	-8	3.4	-0.3	1.1
CCc1cccc(NC(=O)CSc2nc3c(c(=O)[nH]2)CCCC3)c1	-7	0.3	-7	-6	-13	1	5	4.2	-0.4	1
Cc1cc(-c2nn(-c3ccccc3F)cc2CN2CCN(c3ccncc3)CC2)c(C)s1	41	-1.1	-12	-10	4	0.8	-4	-1.0	-0.2	0.9

Screening results as filed in PubChem.
